Assay outcomes: PubChem BioAssay, several laboratories
IL1B NFkB inh = blocks IL-1B driven NFkB nuclear translocation in HUVEC cells | HUVEC IL-1B NFkB p65 nuclear translocation imaging | inhibition, % at 2 µM | 94,000 compounds, 0.43% hits | AID 796;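 active = inhibition above about 30% together with a positive call from visual inspection of the well image, limit read from the data; inconclusive = inhibition above a set limit but visual check negative; inactive = inhibition not above a set limit, visual check negative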;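 note: nuclear over cytoplasmic p65 intensity ratio measured by imaging; 0% = IL-1B stimulated DMSO wells and 100% = unstimulated DMSO wells; values of inactives mirror those of a sister screen read the other way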
NFkB transloc pot = enhances IL-1B driven NFkB nuclear translocation; HUVEC IL-1B NFkB p65 nuclear translocation imaging; activation, % at 2 µM; 94,000 compounds, 0.3% hits; AID 819;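 active = activation above 40%, about the mean plus 3 SD, also judged a hit on visual image review; inconclusive = activation above 40% but not a hit on visual review; inactive = activation not above 40% and no visual hit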;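 note: percent activation is computed from the nuclear over cytoplasmic p65 intensity ratio; values of inactives mirror those of a sister screen read the other way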
PLAP inhibition = inhibition of human placental alkaline phosphatase – biochemical, luminescence, HTS (AID 690). 96,000 compounds, 0.08% hits. purified PLAP, luminescent substrate; higher % means a stronger effect. inhibition, % at 20 µM, or IC50 in µM where a hit was titrated; in the data active = a potency from the dose series; inactive = the rest, 99 in 100 with inhibition below about 30%; note: strong numbers were not always called active
Bcl-B displacement = displacers of TR3 peptide from Bcl-B, primary screen, selectivity assay for Bfl-1 inhibitor project, biochemical, fluorescence polarization | FP displacement of FITC-TR3 peptide from Bcl-B; higher % means a stronger effect | displacement, % at 20 µM, or IC50 in µM where a hit was titrated | 96,000 compounds, 0.11% hits | AID 748;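 active = displacement above 50% at 20 µM plus a fluorescence interference ratio under 1.5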;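 note: plate controls were wells without compound for no effect and wells lacking Bcl-B protein for full effect; a part of the inactive calls stands beside numbers as strong as those of hits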
MRP reversal = MRP-mediated drug resistance reversal; differential viability (reversal), % at 10 µM; 85,000 compounds, 0.04% hits; H69AR cells + 2 uM doxorubicin, CellTiter-Glo, 72 h; AID 602;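 active = viability drop by adding the cancer drug above about 55%, with treated viability meeting a 40% cutoff, limit read from the data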;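 note: viability without doxorubicin minus viability with 2 µM doxorubicin for each compound; larger differential means the compound sensitizes cells more to doxorubicin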
MRP reversal cytotoxicity = recorded beside MRP reversal, whose call it bears; viability, %; H69AR cells, CellTiter-Glo, 72 h; measured here: cytotoxicity without doxorubicin
MRP reversal with doxorubicin = second read-out of MRP reversal, no call of its own (marks repeat the call); viability, %; measured here: viability with 2 uM doxorubicin; stronger effect = lower value
IL1B NFkB inh cell count 2 µM = also measured in IL1B NFkB inh; calls as there; cell count; measured here: cells passing quality filter;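 raw number of nuclei counted in each imaged well without normalization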
NFkB transloc pot cell count 2 µM = further read-out of NFkB transloc pot, marked with its call; cell count; measured here: cells passing quality filter
* marks the source's active call; other numbers are inactive results; u = inconclusive; x = not tested or not shown. An excerpt, so the mix of outcomes need not match the whole.

SMILES	IL1B NFkB inh	IL1B NFkB inh cell count 2 µM	NFkB transloc pot	NFkB transloc pot cell count 2 µM	PLAP inhibition	Bcl-B displacement	MRP reversal	MRP reversal cytotoxicity	MRP reversal with doxorubicin
CCOC(=O)Nc1ccc(S(=O)(=O)Nc2nc(C)cc(C)n2)cc1	-1	45	1	45	1%	3%	11	102	91
CN(C(=O)C1CCCO1)c1nnc(-c2cnccn2)s1 (centres undefined)	-9	116	9	116	4%	-5%	-2	91	93
CCc1[nH]nc2c1C(C(C)C)C(C#N)=C(N)O2 (centres undefined)	x	x	x	x	-72%	6%	1	89	88
COc1ccc2nc(NC(=O)CSc3nnc(-c4ccoc4C)n3C)sc2c1	-24	129	24	129	0%	-4%	14	78	64
COc1ccc(CCNC(=O)NC23CC4CC(CC(C4)C2)C3)cc1	-9	191	9	191	29%	-5%	10	94	84
O=C1C2C3CCC(C3)C2C(=O)N1CNc1ccc(F)cc1 (centres undefined)	11	164	-11	164	12%	-12%	x	x	x
O=C(Nc1ccc(NC(=O)c2cccs2)cn1)c1ccco1	6	98	-6	98	4%	-6%	-10	74	83
Cc1[nH]c2ccc(OCc3ccccc3)cc2c1CCN1C(=O)OC(C)(C)C1(C)O (centres undefined)	2	198	-2	198	-35%	11%	3	77	74
CC(C)Nc1nc(NC(C)C)nc(N(C)n2cnnc2)n1	-8	163	9	163	4%	-4%	11	103	91
CC(=O)c1ccc(NC(=O)c2ccn[nH]2)cc1	9	98	-9	98	-55%	0%	6	79	72
COc1ccc(C2=NC(C(F)(F)F)(C(F)(F)F)c3c(n(C)c(=O)n(C)c3=O)N2)cc1	8	110	-8	110	-28%	5%	x	x	x
Nc1nnc(CCCCc2cccs2)o1	15	89	-15	89	-7%	-16%	-1	100	100
Oc1ccccc1C1N=C(c2ccccc2)NC(c2ccccc2)=N1	-4	139	4	139	-87%	7%	15	95	80
Cc1ccccc1C(=O)NC1CCS(=O)(=O)C1 (centres undefined)	-8	149	8	149	-7%	-10%	6	84	79
O=C(Nc1ccccc1C(=O)O)c1cccc(NC(=O)c2ccc(Br)o2)c1	-16	168	16	168	-17%	2%	3	89	86
CCN(C1CCCCC1)S(=O)(=O)c1cn(C)c(=O)n(C)c1=O	0	78	0	78	-8%	2%	12	103	92
COc1ccc(CN2CN(c3ccc(Cl)cc3)C(=O)N(n3cnnc3)C2)cc1	-7	151	7	151	4%	-1%	-2	104	107
CCc1cc2c(SCC(=O)C(C#N)=C3N(C)c4ccccc4N3C)ncnc2s1	6	115	-6	115	-4%	-25%	4	77	72
O=C(CCC(=O)OCC(=O)c1ccc(Br)cc1)NC1CCCCC1	-5	148	5	148	15%	-12%	19	103	84
COc1ccc(N2CCN(c3ncnc4nc[nH]c34)CC2)cc1	x	x	x	x	-58%	1%	5	94	89
CCOc1ccc(NC(=O)CSc2nnc(-c3ccco3)n2C)cc1	x	x	x	x	22%	0%	1	94	92
O=C(Nc1cc2c(cc1Cl)OCCCO2)c1ccccc1	4	180	-4	180	17%	-5%	x	x	x
CC(C)Cc1cc(C(=O)N2CCN(C(c3ccccc3)c3ccccc3)CC2)no1	-14	67	14	67	-57%	-11%	-3	79	82
COc1ccc(-n2c(C)nc3cc(C(=O)NCc4ccco4)ccc32)cc1	-16	97	17	97	-17%	5%	-5	69	73
CC(C)CC(C(=O)NC(=O)NCc1ccccc1)N1C(=O)c2ccccc2C1=O (centres undefined)	11	173	-11	173	-8%	-1%	9	101	92

Other entries.
SMILES	IL1B NFkB inh	IL1B NFkB inh cell count 2 µM	NFkB transloc pot	NFkB transloc pot cell count 2 µM	PLAP inhibition	Bcl-B displacement	MRP reversal	MRP reversal cytotoxicity	MRP reversal with doxorubicin
CCCCC(=O)Nc1c(O)c2ccccc2[nH]c1=O	x	x	x	x	3%	0%	-14	94	107
CC(NC(=O)c1ccc2c(c1)OCO2)C1CCCO1 (centres undefined)	x	x	x	x	-2%	-8%	18	104	86
O=C(CC(c1ccccc1)c1ccco1)N1CCOCC1 (centres undefined)	14	148	-14	148	x	x	16	103	87
CCOC(=O)c1[nH]c2ccccc2c1NC(=O)c1ccco1	-3	131	3	131	1%	-6%	x	x	x
Cc1cccc(-n2ccnc2SCC(=O)Nc2cc(C)on2)c1	-14	104	14	104	-39%	-2%	9	87	78
Cc1ccc(C(=O)COC(=O)c2cccc(NC(=O)c3ccc([N+](=O)[O-])cc3[N+](=O)[O-])c2)cc1	4	152	-4	152	-7%	8%	x	x	x
N#CC1=C(N)NC(SCC(=O)Nc2ccccc2)=C(C#N)C12CCCCC2	5	153	-5	153	x	x	3	61	58
O=C1C2=C(SCCS2)C(=O)N1CCCO	11	152	-11	152	9%	64%	-5	84	89
Cc1ccc(C(=O)N2CCN(c3cccc(Cl)c3)CC2)cc1C	x	x	x	x	-56%	-8%	-13	94	107
COc1ccc(NC(=O)CNS(=O)(=O)c2cccs2)cc1	x	x	x	x	-2%	-9%	3	100	97
Nc1nc(NC(=O)c2cccc(S(=O)(=O)N3CCCCCC3)c2)nc(-c2ccccc2)n1	3	104	-3	104	-24%	-50%	1	5	5
CC1CCN(c2nc3c(c(=O)n(C)c(=O)n3C)n2CCSc2nc3ccccc3o2)CC1	-6	187	6	187	8%	-18%	3	69	66
Cc1n(CC(O)COCc2ccccc2)c2ccccc2[n+]1C (centres undefined)	-3	160	3	160	38%	-4%	x	x	x
CCOC(=O)c1c(NC(=O)C2C3CCC(O3)C2C(=O)O)sc(C)c1-c1ccc(F)cc1 (centres undefined)	-6	81	6	81	-26%	4%	x	x	x
COC(=O)c1ccc2c(=O)[nH]c(CN3c4ccccc4CC3C)nc2c1 (centres undefined)	-1	103	1	103	-57%	-6%	-23	51	74
CC(C)N(CC#CCC1(O)c2ccccc2-c2ccccc21)CCO	-6	170	6	170	-53%	1%	x	x	x
CCN1C(c2ccccc2)C(C)C(=O)C(C)C1c1ccccc1 (centres undefined)	-23	187	23	187	34%	-12%	-9	62	71
COC(=O)c1cc(-c2ccccc2)n(CC(=O)O)c1C	x	x	x	x	-10%	-3%	-3	87	90
O=C(OCC(=O)N1CCN(C(=O)COC(=O)c2ccncc2)CC1)c1ccncc1	-3	200	3	200	-22%	-19%	12	89	78
Cc1cc(C)c2c(n1)sc1c(=O)n(Cc3ccccc3Cl)nnc12	1	161	-1	161	-55%	10%	11	99	88
Cc1csc(SCC(=O)NCc2cccs2)n1	-8	123	8	123	-6%	-3%	10	100	90
COC(=O)c1c(NC(=O)c2ccco2)sc(C(=O)Nc2ccc(F)cc2)c1C	0	107	0	107	7%	0%	1	4	3
CCOc1ccccc1CNS(=O)(=O)c1ccc2c(c1)oc(=O)n2C	-24	202	24	202	15%	6%	3	96	93
CCc1nnc(NC(=O)c2cccc(NC(=O)C(C)C)c2)s1	-6	163	5	163	0%	-4%	-4	98	102
O=C1NC(c2ccccn2)Nc2sc3c(c21)CCC3 (centres undefined)	-5	103	5	103	-4%	20%	-30	43	72

The list goes on:
SMILES	IL1B NFkB inh	IL1B NFkB inh cell count 2 µM	NFkB transloc pot	NFkB transloc pot cell count 2 µM	PLAP inhibition	Bcl-B displacement	MRP reversal	MRP reversal cytotoxicity	MRP reversal with doxorubicin
CCCC(=O)Nc1ccc(-c2nc3cc(C)c(C)cc3o2)c(O)c1	-4	196	3	196	-13%	-13%	0	55	55
Nn1c(SCC(=O)N2CCOCC2)nnc1-c1ccco1	15	173	-15	173	-20%	14%	4	100	96
CCCCn1c(CCC)nc([N+](=O)[O-])c1Sc1ccc(Cl)cn1	-17	157	17	157	x	x	2	2	0
CCC(Oc1ccccc1)C(=O)N1CCN(C(=O)C(CC)Oc2ccccc2)CC1 (centres undefined)	4	164	-4	164	-52%	0%	-15	81	96
O=C(NCCCN1CCOCC1)C1(c2ccccc2)CCOCC1	4	82	-3	82	-38%	4%	12	103	91
CCn1c(SCC(=O)c2c(N)n(C)c(=O)n(C)c2=O)nc2sc(C)c(C)c2c1=O	x	x	x	x	-31%	0%	8	92	84
CC12Cc3ccc4ccccc4c3C=C1C[N+](C)(C)C2 (centres undefined)	49*	156*	-49	156	-8%	12%	1	87	86
On1c2c(c3c4nonc4ccc31)CCCC2	-40	98	u	x	x	x	4	81	78
c1csc(CNCCCN2CCOCC2)c1	-20	179	20	179	-6%	4%	8	98	90
COc1ccc(NC(=O)NCc2cccn2C)c(OC)c1	0	114	0	114	13%	5%	1	99	98
O=C(Nn1c(-c2ccccc2)nc2ccccc2c1=O)C1CCC1	18	97	-18	97	-12%	-3%	-3	94	98
O=C(/C=C/c1ccc2ccccc2c1)c1ccoc1	-4	94	4	94	14%	5%	x	x	x
CC1CN(S(=O)(=O)c2ccc(-c3nc4ccccc4s3)cc2)CC(C)O1 (centres undefined)	x	x	x	x	3%	3%	2	81	78
CCOC(=O)c1cccc(Nc2ncnc3ccccc23)c1	6	121	-6	121	x	x	-25	44	69
O=C(N/N=C/C=C/c1ccccc1)c1ccc(Br)cc1	x	x	x	x	24%	2%	13	78	65
CC(=O)c1cccc(NC(=O)c2ccc(S(=O)(=O)N3CCCCC3)cc2)c1	-2	164	2	164	-2%	-4%	-4	76	81
O=C(N1CCN(Cc2ccc3c(c2)OCO3)CC1)C12CC3CC(CC(C3)C1)C2	x	x	x	x	-64%	6%	10	85	76
O=C(COC(=O)c1ccccn1)c1ccc(Br)cc1	x	x	x	x	-17%	-7%	-8	88	96
COc1ccc(N=C2SC(C(=O)Nc3ccc4c(c3)OCO4)CC(=O)N2C)cc1 (centres undefined)	-35	152	35	152	-5%	0%	6	89	83

Reformatted with bars between the fields: 13 of the compounds above.
molecule | IL1B NFkB inh | IL1B NFkB inh cell count 2 µM | NFkB transloc pot | NFkB transloc pot cell count 2 µM | PLAP inhibition | Bcl-B displacement | MRP reversal | MRP reversal cytotoxicity | MRP reversal with doxorubicin
CCCCn1c(CCC)nc([N+](=O)[O-])c1Sc1ccc(Cl)cn1 | -17 | 157 | 17 | 157 | x | x | 2 | 2 | 0
CCC(Oc1ccccc1)C(=O)N1CCN(C(=O)C(CC)Oc2ccccc2)CC1 (centres undefined) | 4 | 164 | -4 | 164 | -52% | 0% | -15 | 81 | 96
O=C(NCCCN1CCOCC1)C1(c2ccccc2)CCOCC1 | 4 | 82 | -3 | 82 | -38% | 4% | 12 | 103 | 91
CCn1c(SCC(=O)c2c(N)n(C)c(=O)n(C)c2=O)nc2sc(C)c(C)c2c1=O | x | x | x | x | -31% | 0% | 8 | 92 | 84
CC12Cc3ccc4ccccc4c3C=C1C[N+](C)(C)C2 (centres undefined) | 49* | 156* | -49 | 156 | -8% | 12% | 1 | 87 | 86
On1c2c(c3c4nonc4ccc31)CCCC2 | -40 | 98 | u | x | x | x | 4 | 81 | 78
c1csc(CNCCCN2CCOCC2)c1 | -20 | 179 | 20 | 179 | -6% | 4% | 8 | 98 | 90
COc1ccc(NC(=O)NCc2cccn2C)c(OC)c1 | 0 | 114 | 0 | 114 | 13% | 5% | 1 | 99 | 98
O=C(Nn1c(-c2ccccc2)nc2ccccc2c1=O)C1CCC1 | 18 | 97 | -18 | 97 | -12% | -3% | -3 | 94 | 98
O=C(/C=C/c1ccc2ccccc2c1)c1ccoc1 | -4 | 94 | 4 | 94 | 14% | 5% | x | x | x
CC1CN(S(=O)(=O)c2ccc(-c3nc4ccccc4s3)cc2)CC(C)O1 (centres undefined) | x | x | x | x | 3% | 3% | 2 | 81 | 78
CCOC(=O)c1cccc(Nc2ncnc3ccccc23)c1 | 6 | 121 | -6 | 121 | x | x | -25 | 44 | 69
O=C(N/N=C/C=C/c1ccccc1)c1ccc(Br)cc1 | x | x | x | x | 24% | 2% | 13 | 78 | 65
